Source: PubChem (several laboratories)
V-ATPase pH: alters yeast V-ATPase proton transport; S. cerevisiae, pHLuorin cytosolic pH fluorescence; response, % at 10 µM; 0.37% of 350,000 active; AID 504577; in the data active = response mostly above about 7.3%, no sharp cut-off; inactive = mostly below about 5.4%; also: actives read high; inactives centre near 0; some compounds called inactive have numbers as strong as hits
DAGLB inh: blocks human DAGLB lipase activity; inhibition, % at 5.17 µM; Q8NCG7; AID 504411; 0.059% of 340,000 active; HEK293T DAGLB membrane lysate, EnzChek fluorogenic substrate; in the data active = inhibition above about 34%;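 also: 0% = enzyme with vehicle and 100% = wells lacking enzyme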
DSG3 Ab inh: inhibitors of pemphigus antibody binding to human desmoglein-3 | P32926 | DSG3-coupled beads, scFv-anti-DSG3-GFP binding, flow cytometry; stronger effect = lower value | binding (percent of control), % at 10 µM | 0.48% of 310,000 active | AID 588358;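 active = binding more than 3 SD below its plate's average and above zero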;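 also: hits lower antibody fragment binding to DSG3; some compounds called inactive have numbers as strong as hits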
NSD2 HMT inh: blocks human histone methyltransferase NSD2 | O96028 | 0.54% of 310,000 active | inhibition, % at 12.5 µM | NSD2 peptide methylation, AlphaScreen, 120 min; in the data active = inhibition above about 50%
CAL PDZ FP-1: blocks peptide binding to the human CAL PDZ domain. 0.92% of 300,000 active. Q9HD26. purified CAL PDZ, TMR-peptide fluorescence polarization, 1 h. AID 602252. inhibition, % at 24.9 µM;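 active = mean inhibition of at least 30% with at least half of replicates also reaching 30%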;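 also: 0% = DMSO neutral control and 100% = excess unlabeled competitor peptide PRC23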
Keap1 Nrf2 FP: disrupts human Keap1 binding to Nrf2 peptide; Keap1 Kelch-Nrf2 peptide fluorescence polarization, 1536-well; inhibition, % at 9.4 µM; Q14145; AID 504523; 0.15% of 340,000 active; in the data active = inhibition above about 12%;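 also: human Keap1 Kelch domain with fluorescein labeled Nrf2 9mer peptide probe; 0% = neutral control wells and 100% = peptide positive control; higher means more block of Keap1 binding to Nrf2 peptide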
Target sequence (Q14145 whole entry, looked up, the tested form may be a part): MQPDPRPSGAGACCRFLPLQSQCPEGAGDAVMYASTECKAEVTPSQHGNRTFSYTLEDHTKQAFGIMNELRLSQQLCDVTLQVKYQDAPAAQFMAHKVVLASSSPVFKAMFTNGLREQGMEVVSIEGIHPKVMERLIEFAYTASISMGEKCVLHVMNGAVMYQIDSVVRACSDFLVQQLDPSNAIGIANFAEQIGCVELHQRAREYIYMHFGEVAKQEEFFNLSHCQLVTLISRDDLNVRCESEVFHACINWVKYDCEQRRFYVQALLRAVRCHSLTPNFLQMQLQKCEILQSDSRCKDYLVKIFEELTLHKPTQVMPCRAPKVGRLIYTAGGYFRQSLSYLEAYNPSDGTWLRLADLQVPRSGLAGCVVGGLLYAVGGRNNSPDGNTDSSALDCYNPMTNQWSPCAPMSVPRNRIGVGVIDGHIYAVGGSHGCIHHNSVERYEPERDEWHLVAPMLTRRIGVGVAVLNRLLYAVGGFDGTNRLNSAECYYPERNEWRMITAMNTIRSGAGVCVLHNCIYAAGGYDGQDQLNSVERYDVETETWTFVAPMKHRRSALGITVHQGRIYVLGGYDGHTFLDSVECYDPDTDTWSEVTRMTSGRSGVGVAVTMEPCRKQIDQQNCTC
Arr AP2 block: human beta-arrestin and AP2 interaction inhibition | FITC-arrestin peptide / GST-AP2 beads, flow cytometry; AP2 beta2 appendage carries R879A mutation | inhibition, % at 10 µM | 0.31% of 340,000 active | AID 504490;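 active = inhibition above a set limit, near 3 SD of compounds lacking own fluorescence, cut at about 54% in these data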;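 also: plate controls were DMSO wells for no effect and 5 µM unlabelled arrestin peptide for full effect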
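System: GST-AP2 R879A glutathione beads. Medium: PBS with 0.05% Tween 20 and 0.1% BSA. Also added: FITC-arrestin peptide, 50 nM. Incubation: 12 min plus 1 h, RT. Measured by: high-throughput flow cytometry of beads, ex 488, em 535 nm. Evaluation: percent drop in bead-associated FITC signal.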
CAL PDZ FP-2: human CAL PDZ-peptide interaction inhibition | AID 504414 | inhibition, % at 20 µM | Q9HD26 | 0.02% of 330,000 active | purified CAL PDZ, TMR-peptide fluorescence polarization, 1 h;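 active = highest replicate inhibition of at least 40%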;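 also: plate controls were DMSO neutral control wells for no effect and unlabeled competitor peptide control wells for full effect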
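Material: tagged CAL PDZ protein CerCALP, purified; buffer or medium: sodium phosphate/NaCl buffer pH 7.4 with TCEP, IgG, Thesit; also added: fluorescent TMR peptide probe; schedule: 1 h incubation at room temperature before polarization reading; technique: fluorescence polarization from S- and P-plane intensities, G-factor corrected; control set: unlabelled peptide and DMSO controls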
RTF Ca sens inh: cardiac RTF calcium desensitization | P19429+P45379 | IANBD-labeled cardiac RTF, Ca2+ fluorescence | inhibition, % at 7.15 µM | 0.12% of 340,000 active | AID 493244;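 active = inhibition above the mean inhibition of all tested compounds plus 3 SD, cut at about 17% in these data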;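 also: assay run at fixed EC70 calcium of 1.6 mM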
C-LANA FP: inhibitors of KSHV LANA C-terminal domain DNA binding; 0.078% of 340,000 active; AID 504423; MBP-C-LANA/FAM-LBS DNA binding, fluorescence polarization; inhibition, % at 9 µM;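 active = highest replicate inhibition at or above 60% at 9 µM, even if other replicates fall short; inactive = all replicates below 60% inhibition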;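 also: 0% = neutral control wells and 100% = 4 µM acridine orange control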
Numbers without * were called inactive; nt = not tested or not shown.

SMILES	V-ATPase pH	DAGLB inh	DSG3 Ab inh	NSD2 HMT inh	CAL PDZ FP-1	Keap1 Nrf2 FP	Arr AP2 block	CAL PDZ FP-2	RTF Ca sens inh	C-LANA FP
O=C(CCNC(=O)c1ccccc1Cl)NCCc1ccc(C(F)(F)F)cc1	3	0	116	-4	-3	-5	-5	-3.5	-8	0.7
COc1ccc(Nc2ccccc2C(=O)O)cc1	0	nt	98	-2	12	2	32	0.7	nt	0.9
Cc1ccc2c(c1)c1nc3ccccc3nc1n2C	-6	-2	120	-1	-1	1	2	-2.6	-10	1.8
CC(=O)[C@@]1(O)CC[C@H]2[C@@H]3CCC4=CC(=O)CC[C@]4(C)[C@H]3CC[C@@]21C	5	0	108	nt	-2	2	22	-1.2	-8	1.5
CC1=C(C(=O)OCc2ccccc2)C(c2cccc3ccccc23)NC(=O)N1CCCC(=O)O (configuration not stated)	1	-1	90	nt	-1	2	26	-1.6	-1	-0.1
O=C(Nc1nc(-c2ccccn2)cs1)c1ccc(Cl)s1	-5	-5	105	nt	-7	1	-8	-2.4	1	-0.4
COc1cc(C(=O)NC(C)Cc2cccs2)cc(OC)c1OC (configuration not stated)	2	-1	90	-2	-5	-3	-1	-2.9	-6	0.7
CCc1cc(C(=O)Cc2nc3ccccc3[nH]2)c(O)cc1O	5	3	102	nt	-3	-7	-4	0.1	3	0.8
Cc1ccc(NC(=S)NNC(=O)Nc2ccccc2)cc1	0	-2	101	0	0	-5	-6	0.6	0	3.5
O=C(Nc1ccc([N+](=O)[O-])cc1)C(=O)Nc1cccc(C(=O)O)c1	2	0	93	nt	2	2	14	-1.5	-8	0.0
CN(C(=O)c1cccc(NC(=O)Cc2ccc(NC(=O)C3CCN(C(=O)C4CCC4)CC3)cc2)c1)C1CC1	1	0	105	nt	-1	-3	-11	-0.2	-9	-1.4
Cc1ccc(C)c(SCC(=O)OCC(=O)c2ccco2)c1	-1	-5	97	2	-1	-2	-9	-2.9	5	2.8

Next part, overlapping the part above by two compounds.
SMILES	V-ATPase pH	DAGLB inh	DSG3 Ab inh	NSD2 HMT inh	CAL PDZ FP-1	Keap1 Nrf2 FP	Arr AP2 block	CAL PDZ FP-2	RTF Ca sens inh	C-LANA FP
CN(C(=O)c1cccc(NC(=O)Cc2ccc(NC(=O)C3CCN(C(=O)C4CCC4)CC3)cc2)c1)C1CC1	1	0	105	nt	-1	-3	-11	-0.2	-9	-1.4
Cc1ccc(C)c(SCC(=O)OCC(=O)c2ccco2)c1	-1	-5	97	2	-1	-2	-9	-2.9	5	2.8
NC(=S)NNC(=O)C12CC3CC(CC(C3)C1)C2	2	-2	99	5	3	0	17	-0.5	7	-1.1
O=c1c2ccccc2c2ccccc2c(=O)n1-c1ccccc1	-3	-2	109	0	-3	-2	13	-1.6	-11	-1.0
CCCCOCCCNC(=O)C1c2ccccc2Oc2ccccc21	5	-4	103	2	0	0	37	-0.7	-3	-0.9
Cc1cc(=O)oc(C)c1C(=O)Nc1ccc(Cl)cn1	0	-1	100	-5	-4	-8	-2	-3.4	-8	0.8
COc1ccccc1OCC(=O)N/N=C/c1cccc2cccnc12	0	-1	nt	0	nt	-2	41	-1.8	3	0.2
CC(=O)C(/C=N/c1cc(-c2ccc(C)cc2)nn1-c1ccccc1)=C(\C)O	3	-3	100	-2	0	0	10	-2.6	-18	-1.1
O=C(N/N=C/c1cc(Br)c(O)c(Br)c1)c1cccnc1	0	-1	94	0	-2	3	-15	-0.7	-4	-0.4
CCOC(=O)CSc1nc2cc(C)ccc2cc1C#N	3	-7	105	-10	-10	0	-9	-2.0	-10	1.1
C=CCn1c(CC(=O)Nc2cccc(OC)c2)nnc1SCC(=O)NC1CCCCC1	5	3	98	8	-3	-4	22	-2.2	7	1.7
CCCS(=O)(=O)N1CCC(CCOc2ccccc2)(C(=O)OCC)CC1	0	-5	101	-6	-4	-6	30	-1.7	0	2.8
CC(C)NC(=O)Nc1ccc2c(c1)C(=O)N([C@@H](C)CO)C[C@@H](C)[C@@H](CN(C)S(=O)(=O)c1ccc(F)cc1)O2	-3	-3	100	nt	-1	0	20	1.6	0	-1.1
CCc1ccccc1NC(=O)CNC(=O)c1ccc(-n2cncn2)c([N+](=O)[O-])c1	1	0	102	0	-5	nt	-14	-0.6	-11	nt
C=CCC[C@@H](Cc1ccc(F)cc1)C(=O)OC[C@@H](Cc1c[nH]c2ccccc12)NC(=O)[C@@H](CC=C)CC(=O)N[C@H](CO)Cc1ccccc1	0	2	100	nt	-1	0	5	-2.1	-24	-1.7
Cc1ccc(S(=O)(=O)NC(N)=NCCc2ccc(Cl)cc2)cc1	2	1	nt	-2	-9	1	8	-1.5	4	-0.8
Cc1ccc(C2=C(c3ccc([N+](=O)[O-])cc3)C(=O)OC2)cc1C	-1	0	97	5	-1	-2	54*	0.0	9	0.3
S=C(c1cccs1)N1CCN(c2ccccc2)CC1	-1	-4	100	9	-2	0	31	-0.3	-2	-2.8
O=C1NN=C(c2ccc(Br)cc2)CC1c1ccc(Cl)cc1 (configuration not stated)	1	-3	103	-2	1	-7	-23	0.3	-8	0.6
COc1cc(OC)c(OC)cc1CN1CCN(Cc2ccco2)CC1	1	-1	102	1	-2	-2	-3	nt	-1	-0.6
CC(=O)N1CCN(c2c(F)c(F)c(C(F)(F)F)c(F)c2F)CC1	-3	2	97	-12	-4	-4	23	-0.4	6	-0.7
CC1CCN(C(=O)C2CCN(C(=O)c3cc4sccc4n3Cc3ccc(F)cc3)CC2)CC1	2	0	82	5	-1	-2	14	-2.6	-3	0.3
CON(C)S(=O)(=O)c1ccc2c(c1)N(Cc1ccc(C)cc1)C(=O)C1CCCN21 (configuration not stated)	5	-2	84	nt	-3	-4	45	-1.8	0	-1.1
COc1ccc2c(C)c(C(=O)NCC(C)O)oc2c1OC (configuration not stated)	0	-2	102	-1	-2	3	-2	0.1	-9	1.5
COc1cccc(C(=O)N(C)CC2CCN(CCc3cccc(C(F)(F)F)c3)CC2)c1	2	-1	95	3	nt	0	23	-4.2	-13	-1.5
O=C(CCCN1C(=O)C(c2ccccc2)Oc2cccnc21)NCc1ccc(F)cc1 (configuration not stated)	1	-6	109	-6	3	-2	-7	-0.6	-26	-1.2
COc1ccccc1CC(=O)NCc1nn(-c2ccccc2)nc1C	0	-3	nt	0	65*	-7	14	1.0	9	1.4
Cc1ccc(NC(=O)CN2C(=O)S/C(=C\c3cc(C)n(-c4ccc(C(=O)O)cc4)c3C)C2=O)cc1	3	2	105	-5	1	-3	-10	-0.2	-11	0.2
OCCC1CN(Cc2cccn2-c2cccnc2)CCN1Cc1ccccc1 (configuration not stated)	3	-1	93	2	nt	2	-61	1.5	-5	-1.5
COC(=O)C1CCN(C2=C(NS(=O)(=O)c3ccc(Cl)cc3)C(=O)c3ccccc3C2=O)CC1	-5	23	93	62*	10	-1	6	0.2	-1	-1.8
CC12CCC(C(=O)NNc3ccc([N+](=O)[O-])cc3)(CC1=O)C2(C)C (configuration not stated)	-2	-1	100	-2	1	0	-1	-2.8	3	-1.1
CC(=O)N1CCc2cc(S(=O)(=O)CCC(=O)N3CCN(c4cc(C)ccc4C)CC3)ccc21	1	0	94	-1	4	-6	16	-0.1	-2	-2.9
Cc1cccc(C)c1NC(=O)CNC(=O)CNC(=O)c1ccc2ccccc2c1	-1	-2	103	9	nt	nt	nt	nt	nt	nt
COc1ccc(S(=O)(=O)NCC(c2ccc(C)cc2)N2CCN(C)CC2)cc1 (configuration not stated)	2	2	104	6	-6	-3	36	-1.4	-4	-0.6
CC(CC(=O)O)CC(=O)Nc1cc(C(F)(F)F)cc(C(F)(F)F)c1 (configuration not stated)	-5	2	nt	0	-1	0	2	-1.6	-2	-0.1
COc1cc2cc(CN(Cc3cccs3)C(=S)Nc3ccccc3)c(=O)[nH]c2cc1OC	-74	0	99	nt	-2	2	1	-1.5	-4	-1.8
CN(C)/C=C1\NC(=S)N(c2ccccc2)C1=O	0	1	99	3	-2	4	-9	-0.3	1	0.1
Cc1sc2ncnc(N3CCC(C(=O)N(C)CC(=O)Nc4ccccc4Cl)CC3)c2c1C	7	-1	100	-1	-3	-2	11	-2.4	-5	-1.0
CN(Cc1ccccc1)C(=O)c1cc(=O)[nH]c2ccccc12	5	-4	116	-1	-4	-1	37	0.0	1	-0.4
O=S(=O)(c1ccc(F)cc1)N1CCCN(c2nccc(C(F)(F)F)n2)CC1	0	-8	99	-8	-6	-3	40	0.2	-1	-0.8
CCCc1cc(=O)oc2c(C)c(OS(C)(=O)=O)ccc12	4	0	100	-2	8	-1	10	0.0	-8	-1.5
O=C1CC(c2cccc(F)c2)C2=C(CCCC2=O)N1 (configuration not stated)	0	-1	105	1	nt	-5	4	0.2	-1	0.4
CCCc1[nH]nc2c1C(c1ccc(OC)c(CSC3=NCCS3)c1)C(C#N)=C(N)O2 (configuration not stated)	-2	-1	110	3	-2	3	0	-2.5	-6	1.5
O=S(=O)(NCc1ccc2c(c1)OCO2)c1cccc(F)c1	-4	-2	105	1	-3	-7	-4	-1.2	0	-0.5
O=C(O)c1ccc(Cl)c(S(=O)(=O)N2CCCCCC2)c1	2	2	104	-4	0	3	3	-2.1	2	-0.9
O=C(CCN1C(=O)S/C(=C\c2ccc(F)cc2)C1=O)Nc1ccc(O)cc1C(=O)O	0	8	nt	-1	-4	3	1	-2.3	-3	-0.8
COc1ccccc1OCC(=O)Nc1ccc(S(=O)(=O)NC(C)=O)cc1	0	0	96	-3	-2	-6	-3	-2.8	-6	1.1
COc1cc(CN2CCC(C(=O)NC3CCCC3)CC2)ccc1O	-5	0	98	0	1	-2	-2	-3.6	4	-1.6
O=C(COc1ccccc1)NC1CCN(Cc2ccccc2)CC1	-1	2	102	-1	0	-4	20	-2.7	-6	-4.0
Brc1ccccc1C1CC(c2ccccc2)=Nc2ccccc2N1 (configuration not stated)	0	-1	100	2	2	-5	-5	1.2	-14	-3.6
c1coc(C2OCC3(CO2)COC(c2ccco2)OC3)c1 (configuration not stated)	0	1	nt	-2	11	-5	-10	-0.1	-6	0.1
CCN(CC(=O)NCc1ccncc1)S(=O)(=O)c1cc(Cl)ccc1Cl	-1	-2	119	-6	-1	-6	1	-3.2	-22	0.5
Cn1c(SCC(=O)c2c(N)n(C)c(=O)n(C)c2=O)nnc1-c1ccccc1F	0	0	105	-2	-3	-1	3	0.0	-4	-0.6
C=CCOCCN1C(=O)C2C(c3ccccc3)C=CC(c3ccccc3)C2C1=O (configuration not stated)	-1	0	88	0	2	0	32	-3.0	-12	1.0
O=C(NNc1ccc(Cl)nn1)c1ccc(Cl)cc1	0	1	111	-4	-7	-2	0	-0.1	7	-0.3

The list is partial, so the mix of outcomes need not match the whole.
